Source: PubChem (several laboratories)
TPT1 inhibitor: inhibitors of Candida albicans tRNA 2'-phosphotransferase TPT1; recombinant caTPT1, FP RNA substrate dephosphorylation; inhibition, % at 5 µM; 0.81% of 300,000 active;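 active = inhibition above the mean of all tested compounds plus 3 SD, set per screening campaign, cut at about 24% in these data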;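 note: plate controls were DMSO alone for no effect and ferristatin control at 100 nM for full effect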
Efflux pump inh: blocks antifungal efflux pumps in multiplex yeast assay. inhibition, % at 10 µM. 0.44% of 330,000 active. S. cerevisiae Candida pump triplex, Nile Red efflux;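 active = plate passing quality check with inhibition over a set limit, or well fluorescence over plate mean plus 4 SD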;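 note: Nile Red retained in pooled yeast measured as flow cytometry median fluorescence; 0% = buffer negative control and 100% = Enniatin B positive control; higher means more Nile Red kept so more efflux inhibition; some compounds called inactive have numbers as strong as hits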
HCV core dimer: HCV core protein dimerization inhibition | 0.33% of 300,000 active | inhibition, % at 5 µM | TR-FRET GST/Flag-core106 dimerization, 1536-well;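 active = inhibition above the mean of all tested compounds plus 3 SD, set per screening campaign, cut at about 45% in these data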
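Material: Tagged HCV core106 pair (GST and Flag) | Amount: GST-core106 13.5 nM, Flag-core106 17 nM | Medium: KF-containing HEPES buffer, pH 7.45, DTT, CHAPS, BSA | Reagent: Eu donor and XL665 acceptor anti-tag antibodies | Schedule: 4 h at 22.5 °C | Technique: Time-resolved FRET, ex 340 nm, em 617 and 671 nm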
GASC-1 inh: blocks human GASC-1 demethylase activity; Q9H3R0; GST-JMJD2C(1-420) H3K9me3 demethylation, DELFIA europium; inhibition, % at 2.35 µM; 0.069% of 330,000 active; AID 2099;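 active = more than half of a compound's replicate wells show inhibition beyond 50%, single wells judged on their own value; inconclusive = some, but no more than half, of replicates pass 50% inhibition; inactive = no replicate passes 50% inhibition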;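 note: signal counts dimethyl H3K9 product captured on neutravidin plate; 0% = median of DMSO wells and 100% = 0.3 times that DMSO median; strong numbers were not always called active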
Target sequence (Q9H3R0 1-420 limits assumed): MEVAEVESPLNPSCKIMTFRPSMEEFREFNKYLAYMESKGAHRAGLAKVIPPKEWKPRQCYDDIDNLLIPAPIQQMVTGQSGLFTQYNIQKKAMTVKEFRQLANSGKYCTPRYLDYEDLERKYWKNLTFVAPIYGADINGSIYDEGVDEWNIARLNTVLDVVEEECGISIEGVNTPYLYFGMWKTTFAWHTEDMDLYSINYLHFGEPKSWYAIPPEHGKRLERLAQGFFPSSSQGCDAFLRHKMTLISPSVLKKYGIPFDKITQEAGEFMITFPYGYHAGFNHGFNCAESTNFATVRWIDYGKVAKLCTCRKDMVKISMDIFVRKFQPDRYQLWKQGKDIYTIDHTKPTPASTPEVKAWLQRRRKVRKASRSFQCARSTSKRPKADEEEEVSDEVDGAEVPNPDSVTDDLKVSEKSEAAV
LYPLA2 counter: blocks human lysophospholipase 2, a PME1 counter-screen; recombinant LYPLA2, FP-Rh probe fluorescence polarization; O95372; 0.38% of 320,000 active; inhibition, % at 5.9 µM;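 active = inhibition above the screen-wide mean plus 3 SD, limit set per campaign, cut at about 26% in these data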;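 note: 0% = LYPLA2 with DMSO and 100% = wells lacking LYPLA2 enzyme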
Target sequence (O95372 whole entry, looked up): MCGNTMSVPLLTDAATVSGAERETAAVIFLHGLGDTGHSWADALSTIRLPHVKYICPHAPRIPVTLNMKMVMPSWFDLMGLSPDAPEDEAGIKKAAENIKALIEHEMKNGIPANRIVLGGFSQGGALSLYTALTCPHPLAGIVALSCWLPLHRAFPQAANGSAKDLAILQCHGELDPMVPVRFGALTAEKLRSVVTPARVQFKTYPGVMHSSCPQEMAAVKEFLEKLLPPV
PP1 counter: blocks human PP1-alpha phosphatase, a PP5 counter-screen. P62136. purified PP1alpha, OMFP fluorescence. inhibition, % at 6.7 µM. 0.9% of 320,000 active;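 active = inhibition above the mean inhibition of all tested compounds plus 3 SD, computed separately for each screening campaign, cut at about 15% in these data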
Target sequence (P62136 whole entry, looked up): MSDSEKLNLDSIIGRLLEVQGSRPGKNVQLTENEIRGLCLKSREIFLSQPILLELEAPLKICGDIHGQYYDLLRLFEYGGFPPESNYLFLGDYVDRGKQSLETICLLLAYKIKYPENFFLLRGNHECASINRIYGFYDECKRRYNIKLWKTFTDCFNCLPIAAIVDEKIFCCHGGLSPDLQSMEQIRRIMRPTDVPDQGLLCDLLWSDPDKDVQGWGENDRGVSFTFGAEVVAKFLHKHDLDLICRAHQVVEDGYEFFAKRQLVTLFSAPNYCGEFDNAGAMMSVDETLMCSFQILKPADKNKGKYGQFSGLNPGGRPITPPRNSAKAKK
Fh CTSL1 inh: cathepsin L1 inhibition, PFM18AAP counter-screen; recombinant F. hepatica cathepsin L1, Z-Leu-Arg-MCA fluorescence; inhibition, % at 5.96 µM; 0.49% of 300,000 active;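 active = inhibition above the mean of all tested compounds plus 3 SD, set per screening campaign, cut at about 17% in these data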;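 note: 0% = plate median of test compound wells and 100% = 1 µM Z-Phe-Ala-diazomethylketone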
PREPL inhibitor: inhibitors of human prolyl oligopeptidase-like enzyme PREPL. Q4J6C6. recombinant PREPL, fluorescence polarization activity-based probe. inhibition, % at 5.96 µM. 0.68% of 320,000 active; in the data active = inhibition above about 43%;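 note: 0% = enzyme with DMSO and 100% = wells lacking enzyme; many of its hits are not listed in these tables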
PP5 inh: inhibitors of human protein phosphatase 5 (PP5). inhibition, % at 6.7 µM. 0.18% of 320,000 active. purified PP5c, OMFP substrate fluorescence;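 active = inhibition above the campaign's mean inhibition across all tested compounds plus 3 SD, cut at about 9.5% in these data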;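 note: 0% = DMSO only and 100% = 100 µM cantharidin control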
The depositor's hits bear a star; ? = inconclusive; . = not tested or not shown; & = joins results of further samples.

SMILES	TPT1 inhibitor	Efflux pump inh	HCV core dimer	GASC-1 inh	LYPLA2 counter	PP1 counter	Fh CTSL1 inh	PREPL inhibitor	PP5 inh
CCN(C(=O)COC(=O)c1cn(-c2ccccc2)nc1-c1ccccc1)C1CCS(=O)(=O)C1 (stereo not given)	-1	0.2	2	-10	-3	2	-1	-3	-0.2
Cc1nnc2sc(SCC(=O)N3CCCCC3)nn2c1=O	-1	0.0	2	5	7	-2	1	-1	3.4
O=C(C1COc2ccccc2O1)N1CCc2ccccc2C1 (stereo not given)	-1	0.0	-5	-3	2	1	4	-6	2.9
O=C(Nc1ccc(S(=O)(=O)N2CCCCC2)cc1)C1CCN(C(=O)c2ccc(F)cc2)CC1	-3	0.1	0	-24	4	-3	3	2	3.4
O=C(Cn1cnc2scc(-c3ccc(Cl)cc3)c2c1=O)N1CCOCC1	-1	0.3	-3	-6	-3	-4	-3	38	-2.9
Cc1cc(C)c(C(=O)C(C)OC(=O)C2=COCCO2)cc1C (stereo not given)	-2	0.3	-7	0	10	-3	-22	-4	2.8
O=C(Nc1ccc(Cl)c([N+](=O)[O-])c1)c1ccncc1	-1	-0.2	5	6	5	-1	-2	2	-3.4
O=C(CCC1CCCCC1)NCCN1C2=NC[C@H](Cc3ccc(O)cc3)N2C[C@H]1Cc1ccc(O)cc1	-6	.	-2	2	4	3	-2	-3	0.8
CCOC(=O)c1cccc(NC(=O)COc2nsnc2N2CCOCC2)c1	0	0.0	-5	-14	3	-6	-11	-2	1.4
Cc1nc2sc(C)c(C)c2c(=O)o1	3	0.0	0	-17	-2	-2	4	12	0.1
Cc1ccc(C)c(NC(=O)c2ccc(N(C)S(C)(=O)=O)cc2)c1	-4	-0.1	-4	-14	-3	-6	6	-6	2.2
COc1ccc(C(=O)c2c(-c3ccsc3)oc3ccc(-c4ccc(OC)cc4)cc23)cc1	1	0.0	-87	-2	-2	0	3	0	1.2
Cc1ccc(Cn2cnc3c(cnn3C(C)(C)C)c2=O)cc1	0	0.1	-1	-13	2	0	-5	1	-2.6
CC(=O)NC(Cc1ccccc1)C(=O)N1CCN(C(=O)c2cccs2)CC1 (stereo not given)	-5	-1.0	1	1	5	-4	-2	23	2.5
Cc1ccc(CN2CCN(Cc3ccccc3-c3ccco3)CC2CCO)o1 (stereo not given)	2	-0.1	1	-19	-8	-2	3	11	-0.4
Cc1nnc(SCC(=O)NNC(=O)c2ccc(Br)cc2)n1C	-7	-0.3	-2	-14	0	-1	-4	10	2.0
Cc1cc(C(=O)COC(=O)CNC(=O)c2ccco2)c(C)n1Cc1ccco1	5	0.0	11	0	-4	0	2	-5	0.8
COC1OC(CO)C(O)C(O)C1O (stereo not given)	-4	0.1	-4	11	11	-4	-1	-1	0.3
Cc1ccc(OCCC(=O)OCC(=O)N2c3ccccc3NC(=O)C2(C)C)cc1	0	0.1	3	-1	1	1	-35	8	1.0
COc1cc([N+](=O)[O-])cc(CN2CCCCC2)c1O	-3	-0.2	-1	-6	-2	-2	1	8	-1.6
COCCNC(=O)CSc1ccccc1C(=O)O	1	0.1	-2	-4	-3	-2	3	3	-0.8
CN1C[C@@H]2C[C@@H](C3=Cc4cc(Cl)ccc4OC3)N3CCC[C@@]23C1=O	3	-0.1	6	1	-4	-4	-4	2	0.1
CC1CCC(NC(=O)COC(=O)CCC(=O)c2ccc(Cl)s2)CC1 (stereo not given)	3	0.1	-1	-2	5	-3	-29	-5	2.7
Cc1ccc(O)c(CO)n1	1	0.6	-2	-20	2	-7	-2	2	-0.1
COc1cc2c(cc1OC)CN(C(=O)CCc1c[nH]c3ccccc13)[C@H](C(=O)O)C2	-2	0.1	8	-22	-8	1	-1	4	0.4
Cc1cc(C)c(NC(=O)C2CCCN2CCOC(=O)c2ccccc2)c(C)c1 (stereo not given)	-1	0.0	12	?	-5	-2	1	2	0.2
CCCc1nnc(NC(=O)CCC(=O)N2CCCCC2)s1	-3	-0.2	-9	-5	5	-1	0	13	-2.1
COc1ccc(Cl)cc1NC(=O)CN(C)C(=O)Cc1ccc2c(c1)CCC2	1	0.0	-2	20	-2	2	-1	6	3.0
COc1ccc(/C=N/NC(=O)CSc2nnc(C)n2-c2ccccc2)c(OC)c1OC	7	0.1	0	-21	0	-1	3	10	-2.1
Cc1ccc(NC(=O)c2ncc(Cl)c(Cl)c2Cl)cc1C	0	0.1	-1	-8	1	4	4	3	-0.7
COC(=O)CCC(=O)Nc1ccc(NC(C)=O)cc1	-1	0.3	2	-23	4	4	0	11	-1.2
Fc1ccccc1-c1n[nH]c(=S)n1/N=C/c1c[nH]c2ccccc12	3	0.1	-1	45	-2	-5	7	3	1.5
CN1CCC(=NNc2ncnc3sc4c(c23)CCCC4)CC1	6	-0.1	0	-4	5	0	-3	26	2.1
C=CCSc1nncn1/N=C/c1ccc(OC)cc1	-3	0.0	-1	-6	6	-2	2	6	0.3
COc1cccc(-c2csc(/C(C#N)=C/Nc3cc4oc5ccccc5c4cc3OC)n2)c1	5	0.2	4	8	-4	-6	3	3	-0.1
Cc1cc(C)cc(-n2ccnc2SCC(=O)c2c(N)n(C3CC3)c(=O)[nH]c2=O)c1	.	0.0	.	-2	6	-1	.	8	-1.0
CCOC(=O)Cn1nnnc1CN(Cc1ccc(OC)cc1)Cc1cc2cc(C)cc(C)c2[nH]c1=O	0	0.0	4	-19&0	3	-1	2	8	3.8
C/C(=N\NC(=O)c1cc(C)oc1C)c1ccc(N2CCOCC2)cc1	0	0.3	0	5	-1	-2	0	-4	-2.2
CCCC(C)c1nc(C(N)=O)c2[nH]c(=O)n(-c3ccc(OC)cc3OC)c2n1 (stereo not given)	0	-0.4	-11	8	9	1	4	9	0.3
Cc1ccccc1NC(=S)N(CCN(C)C)C(C)c1ccccn1 (stereo not given)	0	0.1	7	9	6	2	-1	4	1.1
COc1cc(COC(=O)c2cnc(C)cn2)c(OC)cc1Br	-1	-0.3	3	-18	-4	5	-4	-5	0.7
Cc1cccc([C@@H]2[C@@H]3C(=O)N(Cc4ccccc4)C(=O)[C@@H]3[C@]3(C)C(=O)N(c4ccc(C(F)(F)F)cc4)C(=O)N23)c1	2	0.3	13	3	-11	7	1	-2	8.2
Cc1ccc2[nH]c3c(c2c1)CCCC3=O	0	0.0	5	-19	-2	2	2	7	1.4
CCOC(=O)c1sc(C)c(C(N)=O)c1NC1=NCCCCC1	-5	0.0	-6	-18	1	0	1	10	3.0
CCC1SC2=NC(C)=C(C(=O)OCCOC)C(/C=C/c3ccccc3OC)N2C1=O (stereo not given)	-2	0.0	7	7	-8	3	-7	0	3.4
COc1ccc(CNc2ncnc3sccc23)cc1OC	0	0.0	2	5	-4	1	-4	6	2.7
O=C1CC(c2ccccc2)CN1C(=O)c1cncc(Br)c1 (stereo not given)	-1	-0.4	-5	-22	-2	-5	2	17	2.6
COc1ccc(CC(=O)N(C)Cc2ccc(Cl)cc2)cc1S(=O)(=O)N1CCOCC1	0	0.2	-5	2	-3	-5	0	-12	3.6

An excerpt from above in order of SMILES length, lowest first.
SMILES	TPT1 inhibitor	Efflux pump inh	HCV core dimer	GASC-1 inh	LYPLA2 counter	PP1 counter	Fh CTSL1 inh	PREPL inhibitor	PP5 inh
CC1CCC(NC(=O)COC(=O)CCC(=O)c2ccc(Cl)s2)CC1 (stereo not given)	3	0.1	-1	-2	5	-3	-29	-5	2.7
Cc1cc(C)c(NC(=O)C2CCCN2CCOC(=O)c2ccccc2)c(C)c1 (stereo not given)	-1	0.0	12	?	-5	-2	1	2	0.2
Cc1ccc(OCCC(=O)OCC(=O)N2c3ccccc3NC(=O)C2(C)C)cc1	0	0.1	3	-1	1	1	-35	8	1.0

Continuation.
SMILES	TPT1 inhibitor	Efflux pump inh	HCV core dimer	GASC-1 inh	LYPLA2 counter	PP1 counter	Fh CTSL1 inh	PREPL inhibitor	PP5 inh
CN(C(=O)COc1ccc2ccc(=O)oc2c1)C1CCS(=O)(=O)C1 (stereo not given)	-6	-0.1	-12	2	6	1	4	22	-0.1
O=C(CC1C(=O)NCCN1Cc1ccccc1C(F)(F)F)NC1CCC1 (stereo not given)	-5	0.1	-14	-4	2	2	0	10	2.1
CC(C)(C)c1ccc(/C=N/NC(=O)Cc2c[nH]c3ccccc23)cc1	0	0.1	4	-10	7	1	4	1	7.1
CN1CCN(S(=O)(=O)c2cccc(C(=O)N3CCN(c4ccccc4F)CC3)c2)CC1	.	0.0	.	4	3	3	.	25	3.1
CC1CCCCN1C(=O)COC(=O)c1ccc2c(c1)C(=O)N(Cc1ccco1)C2=O (stereo not given)	.	0.1	.	8	5	-2	.	0	3.8
CCOC(=O)c1c(C)[nH]c(C(=O)Cn2c(=O)oc3ccccc32)c1C	0	-0.1	0	31	-1	-1	-2	-2	-1.5
COc1ccc(N(C(C)C(=O)N/N=C/c2cc(Br)c(C)o2)S(C)(=O)=O)cc1 (stereo not given)	2	0.1	3	2	8	1	1	0	1.9
CCOc1ccc(OCC)c(S(=O)(=O)NCCCN2CCOCC2)c1	3	0.0	-6	18	-1	-3	5	6	-7.7
O=C(Nc1ccc(S(=O)(=O)NC2CCCC2)cc1)c1cnccn1	-2	-0.1	7	8	3	0	-1	-6	0.7
Cc1ccc(OCC(=O)N2CCN(S(=O)(=O)c3ccccc3)CC2)c([N+](=O)[O-])n1	-4	-0.1	-8	0	-2	-2	2	4	-3.9
CCOc1cccc(/C(O)=C2/C(=O)C(=O)N(CCOC)C2c2ccc(C)o2)c1 (stereo not given)	-8	0.0	-3	10	0	1	-5	2	1.1
CCOc1ccc(NS(=O)(=O)c2ccc(C(=O)NCC(c3ccc(OC)cc3)N3CCOCC3)cc2)cc1 (stereo not given)	0	0.1	-3	5	1	-3	5	4	0.2
Cc1ccc(Oc2ccc(NC(=O)c3ccco3)cc2)cc1	0	0.1	2	-21	4	-2	4	4	2.4
Nc1ncnc2c1ncn2CCN1CCCCC1	0	-0.1	-14	26	-1	-6	7	-1	0.2
CCn1c2ccccc2c2cc(CN3CCN(S(=O)(=O)Cc4ccccc4)CC3)ccc21	1	0.4	0	-1	1	8	-1	7	-1.1
CCOC(=O)c1sc2ccccc2c1NC(=O)c1coc2ccccc2c1=O	-4	-0.1	3	5	4	0	-4	20	-1.1
Cc1csc(NC(=O)c2cn3ccccc3n2)n1	0	-0.2	4	-4	-2	6	2	12	-0.5
CN(CC(=O)Nc1ccc(S(=O)(=O)N2CCCC2)cc1)Cc1ccc(Cl)cc1	-1	0.2	-1	9	5	5	-4	5	5.0
C=CCn1c(SCC(=O)c2[nH]c(C)c(C(=O)OC)c2C)nc2scc(-c3ccc(OC)c(OC)c3)c2c1=O	0	0.4	-1	-3	0	5	-2	6	-0.1
Cc1ccc2nc(N3CCN(CCO)CC3)nc(-c3ccccc3)c2c1	-4	-0.1	-2	-20	2	-2	0	8	1.7
CC(C)NC(=O)NNC(=O)Cn1nnc(-c2cccc(Cl)c2Cl)n1	0	0.2	-1	-10	0	-4	-9	-5	-1.5
COc1ccc(-c2[nH]ncc2CN2CCCN(c3ccccc3)CC2)c(F)c1	-1	-0.1	0	-20	-4	-1	3	13	0.2
Cc1cc(C)c(NC(=S)N(CCN(C)C)Cc2cccs2)c(C)c1	-2	0.1	2	-5	4	2	1	-9	0.2
CNC(=O)c1[nH]cnc1C(=O)Nc1ccc(OC)cc1	-3	0.0	0	0	-2	-4	2	0	1.4
O=C(/C=C/c1ccc(Cl)c([N+](=O)[O-])c1)Nc1ccc(N2CCCC2)cc1	0	0.0	30	-4	-2	11	4	13	5.2

An excerpt; count on the stated rates, not on these rows.
